NCOA2 inhibitor: human SRC2 (NCOA2) inhibition. Q15596. HEK293 GAL4-SRC2 luciferase reporter, luminescence. inhibition, % at 9 µM. hit rate 0.17% among 370,000;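 active = inhibition above the mean inhibition of all tested compounds plus 3 SD, set per campaign, cut at about 52% in these data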;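 also: 0% = DMSO treated cells and 100% = cells given Gossypol at 36 µM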
Target sequence (Q15596 whole entry, looked up, the tested form may be a part): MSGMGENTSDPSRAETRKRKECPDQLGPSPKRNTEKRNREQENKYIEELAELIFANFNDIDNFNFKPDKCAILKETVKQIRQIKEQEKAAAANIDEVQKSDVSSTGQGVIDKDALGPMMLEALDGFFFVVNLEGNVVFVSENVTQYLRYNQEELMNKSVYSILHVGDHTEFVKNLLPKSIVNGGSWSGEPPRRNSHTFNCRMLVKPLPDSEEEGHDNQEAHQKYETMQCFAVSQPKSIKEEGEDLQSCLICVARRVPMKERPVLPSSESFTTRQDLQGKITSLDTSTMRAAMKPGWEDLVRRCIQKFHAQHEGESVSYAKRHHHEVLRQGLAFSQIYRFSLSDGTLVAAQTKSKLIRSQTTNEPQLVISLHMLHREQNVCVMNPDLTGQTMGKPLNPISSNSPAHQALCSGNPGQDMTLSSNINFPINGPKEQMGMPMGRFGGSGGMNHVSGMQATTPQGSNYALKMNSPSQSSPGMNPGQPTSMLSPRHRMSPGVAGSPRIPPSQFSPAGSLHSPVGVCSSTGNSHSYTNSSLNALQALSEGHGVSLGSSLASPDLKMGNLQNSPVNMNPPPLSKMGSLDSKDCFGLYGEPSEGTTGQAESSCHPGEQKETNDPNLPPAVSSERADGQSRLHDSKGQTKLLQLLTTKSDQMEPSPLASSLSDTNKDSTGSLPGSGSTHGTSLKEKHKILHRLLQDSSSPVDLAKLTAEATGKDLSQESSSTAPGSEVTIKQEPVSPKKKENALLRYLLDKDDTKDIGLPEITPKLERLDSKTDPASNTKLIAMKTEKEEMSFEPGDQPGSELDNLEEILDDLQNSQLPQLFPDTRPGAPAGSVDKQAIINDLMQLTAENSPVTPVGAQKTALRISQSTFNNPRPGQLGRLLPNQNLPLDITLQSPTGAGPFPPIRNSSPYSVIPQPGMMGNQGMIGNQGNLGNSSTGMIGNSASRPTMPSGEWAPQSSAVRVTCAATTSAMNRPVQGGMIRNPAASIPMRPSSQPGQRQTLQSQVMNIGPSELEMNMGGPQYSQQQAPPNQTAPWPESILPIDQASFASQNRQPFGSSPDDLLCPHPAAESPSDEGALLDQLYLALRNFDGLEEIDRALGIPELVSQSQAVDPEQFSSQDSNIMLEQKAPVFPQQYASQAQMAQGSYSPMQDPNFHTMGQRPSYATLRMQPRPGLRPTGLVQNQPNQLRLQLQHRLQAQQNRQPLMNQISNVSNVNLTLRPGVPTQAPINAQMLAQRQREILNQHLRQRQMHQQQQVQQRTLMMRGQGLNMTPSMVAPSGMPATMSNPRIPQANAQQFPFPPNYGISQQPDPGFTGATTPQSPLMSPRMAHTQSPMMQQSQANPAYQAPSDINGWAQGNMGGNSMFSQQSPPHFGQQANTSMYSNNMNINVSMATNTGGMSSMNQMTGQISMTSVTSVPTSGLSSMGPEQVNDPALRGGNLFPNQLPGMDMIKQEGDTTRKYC
NR5A2 inv ag: suppresses constitutive activity of human LRH-1; hit rate 0.13% among 360,000; HEK293T StAR-luciferase reporter, LRH-1 transfected, 24 h; inhibition, % at 3.6 µM; O00482;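 active = inhibition above the mean inhibition of all tested compounds plus 3 SD, cut at about 73% in these data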;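 also: 0% = DMSO wells and 100% = reporter-only cells lacking LRH-1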
SRC3 inh: inhibits human SRC3 coactivator | HEK293 GAL4-SRC3 luciferase reporter, luminescence | inhibition, % at 3.6 µM | hit rate 0.17% among 360,000 | AID 588352;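 active = inhibition above a per-campaign cutoff, the mean of all compounds plus 3 SD, cut at about 60% in these data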;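 also: 0% = DMSO-treated cells and 100% = gossypol-treated cells at 36 µM; higher means less SRC3-driven luciferase light from the GAL4 reporter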
COUP-TFII inh: NR2F2 (human) inhibition, primary screen; HEK293T NGFI-A luciferase reporter, luminescence; hit rate 0.7% among 370,000; inhibition, % at 8.6 µM; P24468;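 active = inhibition above a per-plate cutoff, mean inhibition of test wells between control levels plus 3 SD, cut at about 38% in these data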;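 also: cells cotransfected with COUP-TFII expression vector driving the NGFI-A reporter; 0% = median of COUP-TF2 test wells and 100% = reporter-only cells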
ABHD5-PLIN5 inh: ABHD5-PLIN5 protein interaction inhibition | hit rate 0.78% among 360,000 | Q00G26+Q8WTS1 | inhibition, % at 4 µM | Split G. princeps luciferase complementation, luminescence, 4 h;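 active = inhibition above the mean inhibition across every tested compound plus 3 SD, cut at about 22% in these data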;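 also: 0% = DMSO only wells and the 100% control is not disclosed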
NOD2-RIPK2 inh: inhibitors of human NOD2-RIPK2 interaction | CHO BLA complementation NOD2-RIPK2, CCF4 ratio | inhibition, % at 4.98 µM | hit rate 0.38% among 360,000; in the data active = inhibition above about 21%;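 also: 0% = vehicle only and 100% = reference blocker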
TLR9-MyD88 inh: inhibitors of human TLR9-MyD88 binding; inhibition, % at 4.98 µM; AID 504734; CHO BLA complementation TLR9-MyD88, CCF4 FRET ratio; hit rate 0.21% among 340,000;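 active = inhibition above the mean over all tested compounds plus 3 SD, cut at about 21% in these data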;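 also: 0% = DMSO only wells and 100% = clavulanate BLA inhibitor control wells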
Exocytosis inh: blocks lytic granule exocytosis. TALL-104 LAMP-1 surface exposure, flow cytometry; cells stimulated with thapsigargin and PMA. inhibition, % at 10 µM. hit rate 0.66% among 360,000;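 active = inhibition above about 55%, limit read from the data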
TROY signal inh: inhibitors of TROY-dependent NF-kB signaling; Q293 LMP1-TROYcd NF-kB luciferase reporter, 4 h; inhibition, % at 10 µM; hit rate 0.98% among 360,000; AID 1347056;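 active = compounds whose plate-normalised and pattern-corrected inhibition of the luciferase reporter signal at the single screening dose is 50% or more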
NCOA1 inh: inhibitors of human steroid receptor coactivator 1 (SRC1) | inhibition, % at 3.6 µM | Q15788 | hit rate 0.12% among 360,000 | HEK293 GAL4-SRC1 luciferase reporter, luminescence;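 active = inhibition above the campaign mean plus 3 SD, with each screening campaign given its own cutoff, cut at about 60% in these data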;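 also: 0% = DMSO treated cells and 100% = gossypol at 36 µM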
TWEAK-Fn14 inh: TWEAK-Fn14 signaling inhibition | TWEAK-stimulated Fn14 reporter cells, luciferase luminescence, 8 h | inhibition, % at 10 µM | hit rate 2% among 360,000 | AID 1159606; in the data active = inhibition above about 50%
Active calls of the source: *; nt = no result given. Only part of the results is shown; the hit share may differ from the screen's.

The first five entries (preview)
SMILES	NCOA2 inhibitor	NR5A2 inv ag	SRC3 inh	COUP-TFII inh	ABHD5-PLIN5 inh	NOD2-RIPK2 inh	TLR9-MyD88 inh	Exocytosis inh	TROY signal inh	NCOA1 inh	TWEAK-Fn14 inh
CCC(Oc1ccccc1)C(=O)N1CC(C)CC(C)C1 (stereo unspecified)	-13	24	-1	9	2	2	-3	1	10	3	5
Cc1ccc(NC(=O)COC(=O)c2c(C)nn(-c3ccccc3)c2C)cc1	10	25	4	-9	4	4	-2	-12	-9	-14	3
CC(=O)Oc1ccccc1-c1nc(/C=C/c2ccccc2)no1	-61	-122	-87	-47	-5	3	-5	-8	-28	-111	-9
O=C(CCC(=O)OCC(=O)c1cccc([N+](=O)[O-])c1)NC1CCCCC1	5	5	4	1	0	-1	1	-3	4	-38	-4
Nc1ccc(SC(F)(F)F)cc1C(=O)c1ccccc1	-12	15	-7	3	-8	-4	2	4	12	-20	-76

This part in full, repeating the preview:
SMILES	NCOA2 inhibitor	NR5A2 inv ag	SRC3 inh	COUP-TFII inh	ABHD5-PLIN5 inh	NOD2-RIPK2 inh	TLR9-MyD88 inh	Exocytosis inh	TROY signal inh	NCOA1 inh	TWEAK-Fn14 inh
CCC(Oc1ccccc1)C(=O)N1CC(C)CC(C)C1 (stereo unspecified)	-13	24	-1	9	2	2	-3	1	10	3	5
Cc1ccc(NC(=O)COC(=O)c2c(C)nn(-c3ccccc3)c2C)cc1	10	25	4	-9	4	4	-2	-12	-9	-14	3
CC(=O)Oc1ccccc1-c1nc(/C=C/c2ccccc2)no1	-61	-122	-87	-47	-5	3	-5	-8	-28	-111	-9
O=C(CCC(=O)OCC(=O)c1cccc([N+](=O)[O-])c1)NC1CCCCC1	5	5	4	1	0	-1	1	-3	4	-38	-4
Nc1ccc(SC(F)(F)F)cc1C(=O)c1ccccc1	-12	15	-7	3	-8	-4	2	4	12	-20	-76
COc1cc(C2C(C#N)=C(N)N(N(C)C)C3=C2C(=O)CCC3)cc(OC)c1OC (stereo unspecified)	0	-13	5	0	-8	-9	-19	-9	2	-1	-21
O=c1cc(CSc2nnc(COc3ccccc3)o2)c2ccccc2[nH]1	-39	20	-21	-12	7	-4	6	-2	-4	-15	7
COC(=O)c1cc(C(=O)c2ccc(C(C)(C)C)cc2)c[nH]1	-15	-45	-20	-17	-6	-1	2	3	-10	-22	6
CCOCC(=O)N1CCc2ccccc21	-13	19	3	-7	5	-4	-14	-2	6	-15	4
CCOc1ccc(OCCCC(=O)N(C)CC(=O)Nc2ccccc2Br)cc1	-2	7	11	5	-2	0	10	-6	-12	-5	15
COc1ccc(NS(=O)(=O)c2ccc(C)c(C(=O)O)c2)cc1	1	10	-8	9	9	-16	3	-3	-33	-5	-3
Cc1cccc2sc(NC(=O)C3CCN(C(=O)c4ccco4)CC3)nc12	0	2	-5	9	-1	9	-2	30	1	-14	45
CN1CCN(NC(=O)c2cc(-c3ccccn3)nc3ccccc23)CC1	-5	12	19	-5	-4	-4	3	4	0	-11	3
CCn1c(Cc2ccccc2)nnc1SCC(=O)Nc1ccccc1F	-14	-8	4	0	-6	-13	-10	1	-25	-9	-4
O=C(O)CN1C(=O)SC(Nc2ccc(C(=O)O)cc2)C1=O (stereo unspecified)	29	-2	5	-10	-3	-8	-13	0	5	-30	6
CCOc1ccc2nc(NC(=O)CN3CCC(n4nnc5cc(C(F)(F)F)ccc54)CC3)sc2c1	-9	-22	17	14	-2	-3	1	3	-2	-22	9
CC(=O)c1ccc(S(=O)(=O)N2CCN(C(C)=O)CC2)cc1	-8	17	-20	13	4	14	-7	3	-3	-2	-16
COc1ccc(C(=O)C2CCCN(C(=O)c3cccc(Cn4cccn4)c3)C2)cc1F (stereo unspecified)	18	-10	-2	3	-2	-10	-11	-2	14	-8	0
Cc1ccc(S(=O)(=O)Nc2cccc3c2O[C@H](CN(C)Cc2ccc(-c4ccccc4)cc2)[C@@H](C)CN([C@H](C)CO)C3=O)cc1	5	-11	9	12	12	-7	-12	0	27	8	28
Cn1cc(C(=O)Nc2ccc(C#N)cc2)c2ccccc2c1=O	-10	17	10	-26	1	6	0	0	4	-50	1
CCOC(=O)C1=C(C)OC(N)=C(C(=O)OCC)C1c1ccncc1 (stereo unspecified)	-5	-2	-4	-18	2	-4	6	-1	13	-5	2
COc1ccccc1OCc1nnc(SCC(=O)N2CCCC2)o1	-14	-4	12	-8	-1	-2	0	-13	-3	-23	19
COc1ccc2c(c1)c1ncn(CCN3CCCCC3)c(=O)c1n2C	-20	-2	-13	4	7	-6	-9	3	-23	-8	-36
Cc1cc(C(=O)N/N=C/C=C/c2ccc([N+](=O)[O-])cc2)n[nH]1	-16	4	8	-12	0	-11	4	3	10	-3	13

3 of the entries above in order of the NOD2-RIPK2 inh value, rising:
Molecule	NCOA2 inhibitor	NR5A2 inv ag	SRC3 inh	COUP-TFII inh	ABHD5-PLIN5 inh	NOD2-RIPK2 inh	TLR9-MyD88 inh	Exocytosis inh	NCOA1 inh	TWEAK-Fn14 inh
Cc1cc(C(=O)N/N=C/C=C/c2ccc([N+](=O)[O-])cc2)n[nH]1	-16	4	8	-12	0	-11	4	3	-3	13
COc1ccc(C(=O)C2CCCN(C(=O)c3cccc(Cn4cccn4)c3)C2)cc1F (stereo unspecified)	18	-10	-2	3	-2	-10	-11	-2	-8	0
CN1CCN(NC(=O)c2cc(-c3ccccn3)nc3ccccc23)CC1	-5	12	19	-5	-4	-4	3	4	-11	3

(further entries)
SMILES	NCOA2 inhibitor	NR5A2 inv ag	SRC3 inh	COUP-TFII inh	ABHD5-PLIN5 inh	NOD2-RIPK2 inh	TLR9-MyD88 inh	Exocytosis inh	TROY signal inh	NCOA1 inh	TWEAK-Fn14 inh
Nc1ccn([C@@H]2O[C@H](COS(=O)(=O)O)[C@@H](O)[C@H]2O)c(=O)n1	4	-14	-10	-62	7	-5	-7	-3	-17	5	10
C/C=C/c1ccc(OCC(=O)NCc2ccccc2OC)c(OC)c1	27	8	10	-2	-9	-10	-3	0	-1	-1	1
CN(C)C(=O)c1cccn(Cc2cccc(C(F)(F)F)c2)c1=O	-15	3	-4	-14	3	-1	13	-1	5	-17	3
C(=C\c1ccccn1)/c1ccncc1	-35	-24	-35	-33	-23	3	7	-6	-18	-30	3
O=C(CCNC(=O)c1ccc(Cl)cc1)NC1CCCCCC1	-3	3	-2	-11	-8	-1	-6	2	-7	-11	-21
CC(=O)N1CCC(C(=O)NCCOc2ccc(C)cc2)CC1	-19	10	-8	6	-1	6	6	4	-9	-7	26
CC(C)(C)OC(=O)N[C@@H](Cc1ccccc1)C(=O)NCC1CCC(C(=O)N[C@@H](CCC(N)=O)C(=O)O)CC1 (stereo partly specified)	7	-9	2	5	0	7	-5	6	-6	-53	7
Cc1cc(C)nc(SCCC(=O)Nc2ccccc2Cl)n1	13	-14	8	-6	-7	3	2	1	21	-29	-16
CCOc1ccc(/C(O)=C2/C(=O)C(=O)N(c3ccccn3)C2c2ccc(F)cc2)c(C)c1 (stereo unspecified)	-26	-17	-45	-4	-18	-4	8	6	-3	-2	0
CCOC(=O)C(Cc1ccc(O)cc1)NC(=O)c1cc2c(cn1)[nH]c1ccccc12 (stereo unspecified)	-30	1	nt	-2	0	2	nt	16	-39	nt	-45
Fc1ccc(-c2csc3ncnc(Nc4ccc(N5CCOCC5)cc4)c23)cc1	-10	11	5	3	0	0	-11	-1	-3	-6	-20
CN1CCN(S(=O)(=O)c2ccc(N3CCN(c4ccc(O)cc4)CC3)c([N+](=O)[O-])c2)CC1	-22	2	-20	6	10	0	6	-2	-4	-4	-15
Cc1ccc(OCc2nnc(SCC(=O)Nc3ccc4c(c3)OCO4)n2C)cc1	2	21	18	1	-6	10	-1	2	-5	-40	17
O=C(CCN1C(=O)CSc2ccccc21)Nc1ccc(C(F)(F)F)cc1	14	8	1	5	-11	-5	-9	-4	12	5	-1
Cc1ccc(Oc2nc3ccccn3c(=O)c2/C=C(\C#N)C(=O)NC2CCS(=O)(=O)C2)cc1 (stereo unspecified)	17	13	2	23	10	-7	4	74*	-20	17	-13
C/C(=N\NC(=O)Cn1cc([N+](=O)[O-])cn1)c1ccc(O)cc1	-1	8	-1	7	1	9	2	2	-3	0	4
CCOc1ccc(C(=O)OCn2nnc3ccccc3c2=O)cc1OC	11	7	2	-14	4	0	4	-3	-10	-33	-30
Cc1cccc(Oc2ncc(-c3ccc(Cl)cc3)cn2)c1	7	-2	-7	12	4	-1	4	1	-10	-2	-23
Cc1cc(NC(=O)CS(=O)(=O)c2cn(C)c3ccccc23)no1	-2	-4	2	5	-6	-1	-15	-2	-1	-11	7
COc1ccc(CCNC(=O)COC(=O)c2ccc(Br)o2)cc1OC	-10	39	-3	-4	0	9	-19	-4	0	-13	8
O=C(CSc1nc2c(sc3ccccc32)c(=O)n1CCCN1CCCC1)NCc1ccco1	3	-8	10	3	-1	-10	2	32	-24	-2	-14
C=CCOn1c(=O)c(-c2ccc(OCC)cc2)[n+]([O-])c2ccccc21	-8	-56	-23	1	2	-10	2	3	-26	-24	-36
C/C(CC(=O)Nc1ccc(N(C)C)cc1)=N\NC(=O)c1cnccn1	-34	-38	-22	-29	8	5	-2	-4	-38	-27	-11
Cc1ccc(Cn2nnc3c(=O)n(CC(=O)N4CCCCC4)cnc32)cc1	-16	-8	-12	-5	2	0	6	0	10	-3	-4
Cc1cc(Nc2ccc(F)cc2F)n2ncnc2n1	-29	-1	-9	5	-1	-6	-10	-2	-10	-1	-8
O=C(NC1(N2CCOCC2)CC1)c1ccc(Cl)cc1	12	6	-15	11	8	-2	0	-1	16	7	14
CCNc1c([N+](=O)[O-])c(=O)oc2ccccc12	-7	-2	17	-9	-2	-2	-4	1	-9	5	-9
O=C(NCCc1nnc2ccc(NCc3ccc(Cl)cc3)nn12)c1ccccc1	10	5	4	5	8	0	4	-2	-4	3	-11
CCN(CC)CCN1C(=O)C(=O)/C(=C(/O)c2ccc3c(c2)CC(C)O3)C1c1ccc(OC)cc1 (stereo unspecified)	6	-14	13	-5	6	2	4	92*	-10	3	13

Only ABHD5-PLIN5 inh and NOD2-RIPK2 inh (two entries from above):
| canonical_smiles | ABHD5-PLIN5 inh | NOD2-RIPK2 inh |
| --- | --- | --- |
| CN(C)C(=O)c1cccn(Cc2cccc(C(F)(F)F)c2)c1=O | 3 | -1 |
| C(=C\c1ccccn1)/c1ccncc1 | -23 | 3 |

Rewritten with two lines to a compound: part of the list above
Under each structure: NCOA2 inhibitor, NR5A2 inv ag, SRC3 inh, COUP-TFII inh, ABHD5-PLIN5 inh, NOD2-RIPK2 inh, TLR9-MyD88 inh, Exocytosis inh, TROY signal inh, NCOA1 inh, TWEAK-Fn14 inh
> Cc1cc(Nc2ccc(F)cc2F)n2ncnc2n1
 : -29, -1, -9, 5, -1, -6, -10, -2, -10, -1, -8
> O=C(NC1(N2CCOCC2)CC1)c1ccc(Cl)cc1
 : 12, 6, -15, 11, 8, -2, 0, -1, 16, 7, 14

Screening data deposited in PubChem by several laboratories.
